Screening results: PubChem, The Scripps Research Institute Molecular Screening Center
hcDAF-12 act: activators of H. contortus DAF-12 nuclear receptor | HEK293 hcDAF-12 lit1-tk-luc reporter, luminescence; 0% DMSO, 100% Δ7-dafachronic acid | activation, % at 6.8 µM | 370,000 compounds, 1.4% hits;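 active means activation above the mean of all tested compounds plus 3 SD, cut at about 5.5% in these data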;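 further: 100% = response to 3 µM Δ7-dafachronic acid high control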
PLC-beta3 inh: blocks human PLC-beta3 enzyme activity | Purified PLC-beta3, fluorogenic substrate, fluorescence | inhibition, % at 12.2 µM | 370,000 compounds, 0.18% hits | AID 720704; in the data active means inhibition above about 11%;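 further: 0% = median of compound wells on plate and 100% = full blocker control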
FXN GAA850 act: increases GAA850 frataxin promoter reporter activity; 360,000 compounds, 0.56% hits; HEK293 lucGAA850 FXN promoter luciferase reporter, 24 h; percent of 10 µM SAHA response; activation, % at 6 µM;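 active means activation above the average of all compounds screened plus 3 SD, cutoff fixed separately per campaign, cut at about 7.5% in these data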;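 further: 0% = DMSO wells and 100% = 10 µM SAHA wells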
DAX1 inh-1: inhibits human nuclear receptor DAX1. AID 504766. inhibition, % at 6.75 µM. P51843. 340,000 compounds, 0.99% hits. HEK293 Gal4-DAX1 luciferase reporter, luminescence;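 active means inhibition above the mean over all tested compounds plus 3 SD, cut at about 4.2% in these data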;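 further: 0% = DAX1-transfected cells with DMSO and 100% = empty-vector control cells with DMSO; inhibition shows as a rise in luminescence from relieved DAX1 repression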
Target sequence (P51843 207-470 limits assumed): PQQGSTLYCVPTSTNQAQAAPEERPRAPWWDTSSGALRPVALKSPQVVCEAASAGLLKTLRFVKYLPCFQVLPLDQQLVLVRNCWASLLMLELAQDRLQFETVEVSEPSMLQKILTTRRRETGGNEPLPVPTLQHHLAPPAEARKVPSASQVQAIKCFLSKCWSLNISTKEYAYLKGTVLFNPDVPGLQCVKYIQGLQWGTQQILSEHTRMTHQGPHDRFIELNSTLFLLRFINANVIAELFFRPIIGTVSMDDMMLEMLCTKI
HGIII-sPLA2 inh: Blocks human group III sPLA2 activity. 370,000 compounds, 0.56% hits. QFRET BODIPY PC-A2 liposome hydrolysis, fluorescence. Q9NZ20. inhibition, % at 12.2 µM;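 active means inhibition above mean plus 3 SD of compounds lying within the high and low control bounds, cut at about 19% in these data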;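 further: 0% = median of test compound wells and 100% = no enzyme DMSO wells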
ADAM10 inh: inhibitors of human ADAM10 | O14672 | inhibition, % at 7 µM | recombinant ADAM10, EDANS/DABCYL FRET peptide cleavage, 3 h | 370,000 compounds, 0.62% hits | AID 720582;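 active means inhibition above a per-campaign cutoff equal to the mean of compounds falling between control-based bounds plus 3 SD, cut at about 20% in these data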;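 further: 0% = DMSO wells while the 100% control is not disclosed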
Target sequence (O14672 214-748 limits assumed): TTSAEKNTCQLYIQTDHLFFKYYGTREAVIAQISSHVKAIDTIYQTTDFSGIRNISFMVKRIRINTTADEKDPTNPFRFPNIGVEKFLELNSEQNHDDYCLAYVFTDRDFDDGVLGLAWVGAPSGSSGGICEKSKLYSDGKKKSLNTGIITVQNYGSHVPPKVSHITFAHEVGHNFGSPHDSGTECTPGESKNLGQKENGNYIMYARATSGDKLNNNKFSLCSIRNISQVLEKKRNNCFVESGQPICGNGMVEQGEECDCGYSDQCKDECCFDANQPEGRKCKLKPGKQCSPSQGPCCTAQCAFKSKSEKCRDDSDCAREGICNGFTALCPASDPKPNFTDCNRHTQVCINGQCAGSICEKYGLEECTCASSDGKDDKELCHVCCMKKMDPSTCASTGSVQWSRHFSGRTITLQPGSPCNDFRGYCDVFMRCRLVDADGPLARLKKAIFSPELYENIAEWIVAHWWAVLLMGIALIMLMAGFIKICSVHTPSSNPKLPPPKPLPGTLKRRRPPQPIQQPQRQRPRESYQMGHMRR
ADAM17 inh: ADAM17 inhibition, QFRET primary screen | recombinant ADAM17, EDANS/DABCYL FRET peptide cleavage | inhibition, % at 6.95 µM | 370,000 compounds, 0.83% hits;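 active means inhibition above the mean of compounds lying between control limits plus 3 SD, set per campaign, cut at about 8.5% in these data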;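 further: 0% = DMSO-only wells as the low control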
PLCg1 inh: blocks human PLC-gamma1 enzyme activity | inhibition, % at 12.2 µM | AID 720700 | 370,000 compounds, 0.84% hits | purified PLC-gamma1, fluorogenic substrate, fluorescence | P19174; in the data active means inhibition above about 9.5%
hgDAF12 agonist: hgDAF-12 agonism, primary luciferase screen; HEK293 GAL4-hgDAF12 UAS-luciferase reporter, agonist luminescence; normalized to butyrate control; activation, % at 6.8 µM; 370,000 compounds, 1.8% hits; AID 687014;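 active means activation above a cutoff set at the mean of all screened compounds plus 3 SD, cut at about 10% in these data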;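 further: 0% = DMSO wells and 100% = sodium butyrate wells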
ssDAF12 agonist: S. stercoralis DAF-12 activation, primary screen | HEK293 ssDAF-12/GRIP1 lit1-tk-luc reporter, luminescence; % of 3 µM dafachronic acid response | activation, % at 6.8 µM | 370,000 compounds, 1% hits | AID 652126;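 active means activation above the mean over all tested compounds plus 3 SD, cut at about 0.9% in these data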;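 further: 0% = DMSO-only wells and 100% = 3 µM delta7-dafachronic acid wells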
DAX1 inh-2: inhibitors of DAX1 repression of SF-1 activated StAR promoter; HEK293T StAR-luciferase reporter, SF-1/DAX-1 repression relief; inhibition, % at 6.8 µM; 370,000 compounds, 1.1% hits; AID 652010;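 active means inhibition above the mean over all tested compounds plus 3 SD, cut at about 3.6% in these data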;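 further: 0% = DAX-1 cells with DMSO and 100% = cells lacking DAX-1 with DMSO; higher inhibition means more luminescence from relief of DAX-1 repression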
Active calls of the source: *; i = inactive; nt = not tested or not shown.

nr	Structure	hcDAF-12 act	PLC-beta3 inh	FXN GAA850 act	DAX1 inh-1	HGIII-sPLA2 inh	ADAM10 inh
1	CCCCN(C(=O)c1cc(Cl)nc2ccccc12)c1c(N)n(CCC)c(=O)[nH]c1=O	-0.7	-1	-1.0	2.1	18	-16
2	O=C(NCc1cccnc1)c1ccc(Cl)c(S(=O)(=O)N2CCOCC2)c1	-0.9	-2	0.2	0.5	5	-4
3	Cc1cc(=O)oc2cc(OCC(=O)Nc3ccccc3C(=O)O)ccc12	-2.0	-9	-2.5	3.4	0	-36
4	COc1cc(-c2nnc3n2N=C(c2ccccc2)CS3)cc(OC)c1OC	-3.5	3	-1.6	-3.2	-7	7
5	CC(=O)NC(Cc1ccccc1)Cc1ccccc1	2.1	-3	0.5	2.6	2	2
6	CC(C)C[C@@H](CO)N1CCN(Cc2ccc(O)cc2)CCC1=O	-0.5	2	-0.6	0.3	3	3
7	Cc1ccccc1CSCC(=O)NCc1ccco1	-0.7	6	0.8	-1.3	-9	0
8	COc1cc(C(=O)OCCCN2CCOCC2)cc(OC)c1OC	-0.8	5	0.2	0.7	5	-6
9	O=C(COc1ccccc1[N+](=O)[O-])NCC1(N2CCOCC2)CCCCC1	-0.7	-4	2.2	-0.6	10	-3
10	CN(C)C(=O)CS(=O)(=O)c1ccc(Cl)cc1	0.6	-5	1.7	-0.5	1	-4
11	CCN1CCCC1CNC(=O)c1[nH]c2ccc(OC)cc2c1C (centres undefined)	-0.5	-174	0.2	3.4	-4	-126
12	COc1ccccc1NS(=O)(=O)c1cccc(C(=O)N/N=C(\C)c2ccc3c(c2)OCCO3)c1	-0.2	-7	4.9	-1.2	-4	8

nr	ADAM17 inh	PLCg1 inh	hgDAF12 agonist	ssDAF12 agonist	DAX1 inh-2
1	1	1	-1.2	-0.8	0.7
2	0	0	-1.6	-1.3	0.4
3	-8	-2	0.7	-1.5	-0.3
4	-1	5	-6.6	-1.6	-2.6
5	0	5	-0.5	-0.9	-0.4
6	-3	2	1.0	-1.7	0.2
7	2	4	1.1	-0.5	0.1
8	-5	1	0.1	-1.0	0.0
9	-2	2	-0.9	-1.5	-1.5
10	-3	-1	-0.4	-1.1	-0.6
11	-49	-115	1.6	-0.9	0.3
12	-2	-2	0.1	-0.8	0.2

Remaining list, next part
nr	Structure	hcDAF-12 act	PLC-beta3 inh	FXN GAA850 act	DAX1 inh-1	HGIII-sPLA2 inh	ADAM10 inh
13	O=C(N/N=C(\Cc1ncc[nH]1)c1ccccc1)c1ccncc1	-1.0	-22	0.1	-0.4	-5	-8
14	O=C(Nc1c(-c2ccc(F)cc2)nc2ncccn12)C1CC1	-2.1	i	nt	nt	0	i
15	CC(C(=O)Nc1ccc(F)c(F)c1F)N1CCCCCC1 (centres undefined)	-1.6	8	0.3	0.0	7	11
16	CN(C)c1ccc(Sc2nnc(NC(=O)Nc3ccc(Cl)cc3Cl)s2)cc1	2.6	4	-1.5	-0.7	0	-4
17	CCCN(CC(=O)Nc1ccccc1C)C(=O)CCN1C(=O)c2cccc([N+](=O)[O-])c2C1=O	0.2	-8	-1.9	-0.7	3	-3
18	Cc1sc2ncnc(N3CCC(C(=O)Nc4nc(-c5ccc(F)cc5)cs4)CC3)c2c1C	-2.7	-8	0.3	-2.6	-5	-1
19	COc1ccc(-c2nc(CNS(=O)(=O)c3cc(OC)ccc3OC)cs2)cc1	0.1	-1	-1.9	-0.5	-18	-8
20	CC12c3ccccc3C(c3ccccc31)C1C(=O)N(c3cccnc3)C(=O)C12 (centres undefined)	1.1	10	-3.2	-1.9	-4	8
21	COc1ccc(/C=C/C(=O)Nc2ccc(C(C)=O)cc2)cc1S(=O)(=O)N1CCOCC1	0.1	2	0.5	0.2	6	-6
22	O=C(CN1C(=O)C(=O)N(C2CCCC2)C1=O)Nc1ccc(N2CCOCC2)cc1	0.5	6	1.6	0.1	4	13
23	COc1ccc([N+](=O)[O-])cc1N(CC(=O)N1CCCC1)S(C)(=O)=O	-0.6	3	1.9	0.5	-7	-3
24	COc1ccc(CCC(=O)N2CCc3ccccc32)cc1	1.9	3	6.0	2.4	-2	-4

nr	ADAM17 inh	PLCg1 inh	hgDAF12 agonist	ssDAF12 agonist	DAX1 inh-2
13	-5	-11	-3.3	-2.1	-0.9
14	-262	i	2.0	-0.6	-0.5
15	6	3	1.4	-0.8	0.4
16	-2	1	0.5	-0.9	-0.6
17	-3	-9	0.2	-1.4	-0.4
18	-2	0	-5.3	-1.1	-1.9
19	0	-2	2.2	-1.9	0.0
20	3	12*	-0.5	-1.5	-0.1
21	0	3	2.4	-1.3	0.3
22	-2	3	-0.1	-1.9	-0.9
23	-3	3	0.3	-1.0	-0.1
24	-3	0	10	-0.1	1.0

Following part.
nr	Structure	hcDAF-12 act	PLC-beta3 inh	FXN GAA850 act	DAX1 inh-1	HGIII-sPLA2 inh	ADAM10 inh
25	Cc1ccc(C)c(S(=O)(=O)Nc2nc3ccc(S(N)(=O)=O)cc3s2)c1	-0.6	0	-0.6	-0.5	-23	-5
26	Cc1ccc(C)c(OCCCCN2CCCCC2)c1	-0.3	-4	-0.1	0.3	21*	-4
27	O=C(Cn1nnc(-c2ccccc2F)n1)Nc1ccc(S(=O)(=O)NC2CCCC2)cc1	-2.9	2	-3.6	-1.8	-56	4
28	O=c1cc(O)n(-c2ccccc2)c(=S)[nH]1	0.0	1	-0.8	2.0	-6	-1
29	CC(C)(C)NC(=S)NNC(=O)c1ccccc1Cl	0.4	-4	-0.7	0.7	22*	8
30	O=[N+]([O-])c1ccc(N2CCN(CC3CCCCC3)CC2)cc1	-2.3	-6	0.9	-0.8	5	-2
31	CN1C(=O)Cc2cc(S(=O)(=O)Nc3ccc(N4CCOCC4)cc3)ccc21	4.3	-6	-0.1	-0.3	-6	28*
32	CCn1c(=O)c2sccc2n(CC(=O)NC2CCCC2)c1=O	-0.9	-7	0.4	-1.3	4	1
33	Cc1cccc2cc(C3CC(c4cccs4)=NN3S(C)(=O)=O)c(Cl)nc12 (centres undefined)	-1.4	-4	1.6	-1.1	-9	9
34	COc1ccc(S(=O)(=O)N(C)C[C@H]2OCCCC[C@@H](C)Oc3ccc(NC(=O)CCC(F)(F)F)cc3C(=O)N([C@H](C)CO)C[C@@H]2C)cc1	0.7	6	0.6	2.6	-10	-1
35	Cc1ccc2sc(NC(=O)c3ccc(N4C(=O)CCC4=O)cc3)nc2c1C	-0.8	-4	-2.4	-0.8	-1	-9
36	CC(C)CN(C(=O)COC(=O)c1ccc([N+](=O)[O-])o1)C1CCS(=O)(=O)C1 (centres undefined)	0.4	3	0.8	0.1	4	-23

nr	ADAM17 inh	PLCg1 inh	hgDAF12 agonist	ssDAF12 agonist	DAX1 inh-2
25	-4	-1	-2.1	-1.2	0.2
26	-8	-3	-3.6	-1.6	0.2
27	4	0	-2.0	-1.3	0.0
28	-1	2	0.9	-1.2	-0.6
29	6	-3	-1.2	-0.1	0.1
30	0	1	-2.5	-1.7	0.3
31	8	-3	2.6	-1.4	-0.6
32	-3	-2	2.4	-1.1	-0.1
33	1	0	0.7	-1.8	0.3
34	-1	1	-0.1	-1.4	-1.2
35	1	-5	1.0	-1.5	0.2
36	2	3	1.9	-0.2	0.0

Carrying on:
nr	Structure	hcDAF-12 act	PLC-beta3 inh	FXN GAA850 act	DAX1 inh-1	HGIII-sPLA2 inh	ADAM10 inh
37	O=C(Nc1nc(-c2ccccn2)cs1)C12CC3CC(CC(O)(C3)C1)C2	4.1	-4	2.6	0.4	-3	-11
38	O=C(/C=C/c1cccc(F)c1)NNC(=O)c1ccncc1	-0.6	-6	-0.8	-1.1	8	1
39	Cc1nc(SCC(=O)Nc2cc(C)on2)c2c(C)c(C)sc2n1	-0.5	6	-0.9	-1.3	-1	10
40	CC(C)(C)C(=O)Nc1ccc(S(=O)(=O)NC2=NCCCCC2)cc1	-1.3	-9	2.0	-0.7	1	-36
41	CC(=O)Nc1ccc(NC(=O)CNC(=O)c2sc3ccccc3c2Cl)cc1	-1.4	-2	0.7	1.0	7	-11
42	Cc1cccc(C)c1-n1nnnc1C(c1ccnc2ccccc12)N(Cc1ccccc1)Cc1ccccc1 (centres undefined)	0.7	3	nt	nt	4	6
43	COc1cc2c(cc1OC)CN(CCOc1ccc(Br)cc1)CC2	-0.6	-63	-1.2	-1.0	-4	-14
44	FC(F)(F)c1cccc(NC(=S)Nc2cccc(Cl)c2)c1	2.9	1	1.2	-0.9	1	0
45	Cc1ccccc1OCC(=O)NCC(c1ccco1)N1CCCCC1 (centres undefined)	0.3	-6	0.4	-0.2	-3	-2
46	O=C(Nc1ccc(S(=O)(=O)NC2=NCCCCC2)cc1)c1ccc(=O)[nH]c1	0.3	1	-1.2	-0.1	-1	-6
47	CC1CCCC(NC(=O)c2nn(C)c3c2CS(=O)(=O)c2ccccc2-3)C1C (centres undefined)	-1.7	-3	-1.1	-0.7	2	4
48	COc1ccc(Cl)cc1S(=O)(=O)n1c([N+](=O)[O-])cnc1C	-1.2	-3	0.3	1.3	-2	-6

nr	ADAM17 inh	PLCg1 inh	hgDAF12 agonist	ssDAF12 agonist	DAX1 inh-2
37	-5	-3	9.8	-0.2	3.2
38	2	-2	2.2	-1.1	-2.0
39	-2	1	-0.2	-1.1	0.6
40	1	-3	-1.0	-1.3	0.5
41	-3	-2	-0.8	-1.0	0.0
42	4	2	1.7	-0.7	-0.9
43	-5	-43	-0.9	-1.2	-0.4
44	-4	1	1.3	-0.3	-0.2
45	0	2	-4.3	-1.2	-1.1
46	3	-1	3.1	-1.2	-0.5
47	-1	0	-2.0	-1.5	0.7
48	-1	0	0.1	-0.9	-0.2

Four entries picked at random from those above:
nr	Structure	hcDAF-12 act	PLC-beta3 inh	FXN GAA850 act	DAX1 inh-1	HGIII-sPLA2 inh	ADAM10 inh
29	CC(C)(C)NC(=S)NNC(=O)c1ccccc1Cl	0.4	-4	-0.7	0.7	22*	8
42	Cc1cccc(C)c1-n1nnnc1C(c1ccnc2ccccc12)N(Cc1ccccc1)Cc1ccccc1 (centres undefined)	0.7	3	nt	nt	4	6
48	COc1ccc(Cl)cc1S(=O)(=O)n1c([N+](=O)[O-])cnc1C	-1.2	-3	0.3	1.3	-2	-6
25	Cc1ccc(C)c(S(=O)(=O)Nc2nc3ccc(S(N)(=O)=O)cc3s2)c1	-0.6	0	-0.6	-0.5	-23	-5

nr	ADAM17 inh	PLCg1 inh	hgDAF12 agonist	ssDAF12 agonist	DAX1 inh-2
29	6	-3	-1.2	-0.1	0.1
42	4	2	1.7	-0.7	-0.9
48	-1	0	0.1	-0.9	-0.2
25	-4	-1	-2.1	-1.2	0.2
